Screens: PubChem, several laboratories
MEKK2wt PB1 HTS: raises or lowers MEK5 binding to wildtype human MEKK2 PB1 domain. AID 1531. bead flow cytometry, Alexa488-MEK5 binding to MEKK2 WT; actives lie on both sides. 290,000 compounds, 1.1% hits. binding response (% of control), % at 10 µM. Q9Y2U5; in the data active = binding response below about 67% or above about 130%; inconclusive = no clear call, values can overlap the other calls; inactive = in between
M18AAP inhibitor: blocks P. falciparum M18 aspartyl aminopeptidase; recombinant PfM18AAP, H-Glu-NHMec fluorogenic cleavage; inhibition, % at 7.35 µM; 290,000 compounds, 1.2% hits; AID 1822;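 active = inhibition above the campaign mean inhibition over all tested compounds plus 3 SD, cut at about 28% in these data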;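 note: 0% = plate median of test compound wells and 100% = 2 mM ZnCl2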
DNA FID counter: displaces DNA intercalator in HCV helicase counter-screen. DNA fluorescent intercalator displacement, fluorescence. inhibition, % at 7.9 µM. 290,000 compounds, 0.17% hits; in the data active = inhibition above about 37%;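 note: 0% = vehicle and 100% = reference compound; higher means more ethidium bromide displaced from hairpin DNA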
NALP1 inh: NALP1 inhibition. S. cerevisiae NALP1/ASC/caspase-1 growth, X-gal OD620, 72 h. inhibition, % at 10 µM. 280,000 compounds, 0.61% hits. AID 2071; in the data active = inhibition mostly above about 24%, no sharp cut-off; inactive = mostly below about 32%; note: some compounds called inactive have numbers as strong as hits
PHOSPHO1 block: inhibitors of human PHOSPHO1 phosphatase; recombinant PHOSPHO1, absorbance phosphatase assay; inhibition, % at 13.3 µM; 290,000 compounds, 1.1% hits; AID 1565; in the data active = inhibition above about 60%
MEKK2 mut-MEK5: signal of MEK5 binding to mutant human MEKK2 PB1 domain; percent response, % at 10 µM; 290,000 compounds, 0.35% hits; AID 1530; bead flow cytometry, Alexa488-MEK5 binding to MEKK2 mutant; in the data active = percent response above about 24%, passing the limit was not always enough; note: inactives centre near 1; some results filed as inactive read as strong as hits; reference of the scale not given here
OXTR ag: human OXTR agonism | P30559 | CHO-OTR cells, Fluo-8 calcium fluorescence; normalized: DMSO 0%, oxytocin 100% | activation, % at 3 µM | 320,000 compounds, 0.32% hits | AID 2435;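 active = activation above the mean of all tested compounds plus 3 SD, cutoff set per screening run, cut at about 20% in these data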;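 note: peak over basal fluorescence ratio from a 100 s FLIPR kinetic read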
MEKK3 PB1 HTS: raises or lowers MEK5 binding to the human MEKK3 PB1 domain. binding response (% of control), % at 10 µM. bead-based flow cytometry, Alexa488-MEK5 binding to MEKK3; actives lie on both sides; 0 = blocked by unlabeled MEK5, 100 = vehicle. AID 1529. 290,000 compounds, 1.4% hits. Q99759;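 active = binding response more than 3 SD above or below the average of its plate-row segment, actives on both sides; inconclusive = wells at one plate position flagged as instrument error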;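 note: Alexa488 bead fluorescence after subtracting the streptavidin-only scavenger bead signal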
Target sequence (Q99759 whole entry, looked up, the tested form may be a part): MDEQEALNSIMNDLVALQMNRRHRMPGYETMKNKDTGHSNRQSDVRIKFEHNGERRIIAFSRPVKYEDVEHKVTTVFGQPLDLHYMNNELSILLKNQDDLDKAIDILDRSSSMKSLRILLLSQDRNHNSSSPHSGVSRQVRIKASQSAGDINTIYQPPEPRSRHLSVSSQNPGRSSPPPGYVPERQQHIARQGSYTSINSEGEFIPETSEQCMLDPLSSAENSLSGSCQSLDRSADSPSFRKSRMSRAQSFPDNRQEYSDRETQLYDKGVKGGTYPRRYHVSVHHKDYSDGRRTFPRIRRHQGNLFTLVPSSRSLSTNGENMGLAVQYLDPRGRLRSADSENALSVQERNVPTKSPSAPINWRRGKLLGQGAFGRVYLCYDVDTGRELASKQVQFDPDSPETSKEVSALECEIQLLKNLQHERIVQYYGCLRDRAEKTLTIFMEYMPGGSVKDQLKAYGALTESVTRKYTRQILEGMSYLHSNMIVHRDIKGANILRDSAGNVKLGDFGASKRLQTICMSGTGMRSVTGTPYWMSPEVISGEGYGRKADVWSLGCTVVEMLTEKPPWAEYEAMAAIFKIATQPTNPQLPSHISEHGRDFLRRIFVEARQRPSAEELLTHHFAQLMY
GPR7 antagonist: human neuropeptides B/W receptor 1 antagonism; P48145; GPR7-expressing cells, fluorescence antagonist assay; inhibition, % at 4.4 µM; 290,000 compounds, 1.1% hits; AID 1861; in the data active = inhibition above about 16%, passing the limit was not always enough;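 note: cells stimulated with the agonist NPW; 0% = agonist with vehicle and 100% = vehicle without agonist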
Target sequence (P48145 whole entry, looked up): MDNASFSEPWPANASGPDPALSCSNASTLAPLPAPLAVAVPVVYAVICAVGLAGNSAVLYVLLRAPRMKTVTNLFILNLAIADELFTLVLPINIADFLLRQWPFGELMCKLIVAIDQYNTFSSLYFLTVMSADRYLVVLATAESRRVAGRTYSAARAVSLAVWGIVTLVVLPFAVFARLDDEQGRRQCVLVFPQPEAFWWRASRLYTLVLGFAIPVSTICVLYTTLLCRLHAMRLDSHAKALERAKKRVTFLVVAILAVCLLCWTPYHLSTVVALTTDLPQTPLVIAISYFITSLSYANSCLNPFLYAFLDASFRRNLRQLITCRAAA
Numbers without * were called inactive; ? = inconclusive; . = not tested or not shown; [ ] = another dose, or the depositor's remark. This is a random part of the collection. About 6.2% of those tested had a hit in this group.

SMILES	MEKK2wt PB1 HTS	M18AAP inhibitor	DNA FID counter	NALP1 inh	PHOSPHO1 block	MEKK2 mut-MEK5	OXTR ag	MEKK3 PB1 HTS	GPR7 antagonist
O=C(Nc1ccccc1Cl)N1C2CCC1CC(O)(c1cccnc1)C2 (stereo unspecified)	93	-1	-1	-3	50	-4	0.2	98	-8
CC1(C)CC(=O)c2sc(NS(C)(=O)=O)nc2C1	99	3	3	23	7	6	1.9	98	-2
CC(Oc1ccc2c3c(c(=O)oc2c1)CCC3)C(=O)N[C@@H](Cc1ccccc1)C(=O)O (stereo partly specified)	100	6	-31	21	29	3	0.1	101	-10
Cc1ccc(NC(=O)CCc2nnc3ccc(N4CCC5(CC4)OCCO5)nn23)cc1F	101	-1	-49	19	8	1	1.3	102	2
O=C(Cc1cn(-c2ccccc2)nc1-c1ccccc1)N1CCCCC1	95	-9	-42	10	-22	-1	0.9	99	2
Cc1cccc(CCNC(=O)CC2C(=O)NCCN2CC2CCCCC2)n1 (stereo unspecified)	117	0	-17	-7	-20	12	0.8	106	-15
Cc1nn(CC(=O)Nc2c(F)c(F)cc(F)c2F)c(=O)c2cccn12	101	-3	-6	9	7	-2	-0.9	100	-12
Cc1ccc(S(=O)(=O)N(C)C)cc1NC(=O)COC(=O)CCC(=O)c1cccs1	95	2	-12	-2	5	-4	0.3	98	-8
Clc1ccc(OCc2nnc(SCc3nnc(-c4ccccc4)o3)o2)c(Cl)c1	102	-4	-22	-22	23	-2	2.6	103	3
CCOC(=O)c1ccc(Nc2nc(N)c3cc(OC)c(OC)cc3n2)cc1	141*	0	8	6	-16	30*	-0.1	113	-8
Cc1ccc(C(=O)N/C(=C/c2cccnc2)C(=O)NCc2ccco2)cc1	104	8	-3	16	-5	-2	-0.1	99	3
Cc1cccc(CS(=O)(=O)Cc2ccc(C(=O)NCc3cccs3)o2)c1	96	1	-9	13	-5	-3	1.4	101	-10
OCC1OC(n2cnc3c(NCCc4ccccc4)ncnc32)C(O)C1O (stereo unspecified)	102	.	.	.	.	3	2.2	101	.
CNc1c([N+](=O)[O-])cnn1-c1ccccc1F	101	5	-2	14	41	3	-0.2	101	-3
COCCn1c(-c2ccc(F)cc2)nc2cccnc21	107	-1	-2	9	30	8	0.3	104	6
S=C(NCC1CCCO1)Nc1cc(Cl)c(Cl)cc1Cl (stereo unspecified)	103	-7	-4	-16	18	-3	-0.3	95	-3
CCC(=O)Nc1cccc(NC(=O)c2cccc([N+](=O)[O-])c2)c1	96	0	-4	23	-17	4	0.3	98	3
CCCCOC(=O)C1C2C=C[C@]3(CN(C(C)c4ccc(OC)cc4)C(=O)[C@H]13)O2 (stereo partly specified)	105	2	-19	-11	-18	4	-1.1	108	-5
O=C1CC(c2ccccc2)Cc2nc(N3CCc4ccccc43)ncc21 (stereo unspecified)	93	-12	-2	.	.	-4	-0.2	99	-5
CN1C(=O)/C(=C/c2ccc(C(=O)Nc3ccc(O)cc3C(=O)O)cc2)SC1=S	95	5	39*	12	17	-4	-0.2	97	0

Single values from above:
MEKK2 mut-MEK5, `OCC1OC(n2cnc3c(NCCc4ccccc4)ncnc32)C(O)C1O` (stereo unspecified) → 3
PHOSPHO1 block, `COCCn1c(-c2ccc(F)cc2)nc2cccnc21` → 30
MEKK2 mut-MEK5, `Cc1cccc(CS(=O)(=O)Cc2ccc(C(=O)NCc3cccs3)o2)c1` → -3

Continuation.
SMILES	MEKK2wt PB1 HTS	M18AAP inhibitor	DNA FID counter	NALP1 inh	PHOSPHO1 block	MEKK2 mut-MEK5	OXTR ag	MEKK3 PB1 HTS	GPR7 antagonist
Cc1ccc(F)cc1NC(=O)c1cccc(N(C)C)c1	97	-21	-1	41	-5	-4	-1.3	98	0
CCc1ccc(NC(=O)N(CCN(C)C)C(C)c2cccnc2)cc1 (stereo unspecified)	103	3	0	8	7	10	0.3	107	7
CCCCSc1nnc(C)c(=O)[nH]1	101	6	-2	-36	-4	2	-1.0	101	-1
COc1ccc(NC(=O)CN(Cc2ccccc2)S(C)(=O)=O)c(OC)c1	100	3	-11	17	24	5	0.0	100	-7
COc1ccc(CNCCc2ccc([N+](=O)[O-])cc2)c(OC)c1OC	118	1	18	13	19	2	3.5	104	-4
CCOc1ccc(CCNC(=O)CSc2n[nH]c(N)n2)cc1OCC	94	5	-8	-6	-127	-4	-0.4	97	-11
CCOC(=O)c1sc2nc(CSc3ccccc3)[nH]c(=O)c2c1C	106	-11	-9	19	23	0	0.2	101	-7
Cc1nc2c(c3c1[nH]c1ccccc13)C(O)CC(C)(C)C2 (stereo unspecified)	101	-6	5	31	2	-1	-0.6	104	-5
NC1(C(=O)O)CC1	100	.	.	.	.	1	0.3	100	.
[N-]=[N+]=NC1CC(CO)OC1n1ccc(=O)[nH]c1=O (stereo unspecified)	96	-1	0	-5	1	1	0.4	99	-19
Cc1nnc(SCC(=O)N/N=C/c2cn(-c3ccccc3)nc2-c2ccc(F)cc2)n1-c1ccccc1	101	2	1	15	-9	1	-0.3	103	-6
O=C(/C=C/c1c(Cl)nc2ccccn12)N1CCCCC1	102	-5	-2	8	4	6	-0.7	103	-2
COc1ccc2c(c1OC)C(=O)OC2Nc1ncccc1C (stereo unspecified)	105	0	-3	9	37	1	0.4	107	-14
CC(OC(=O)c1ccccc1NCCO)C(=O)NCC(=O)Nc1ccc(F)c(F)c1F (stereo unspecified)	107	5	-22	2	0	7	0.1	105	-12
CCOC(=O)c1c(C)n(C)c2ccc(OC)c(NC(=O)CN3CCN(Cc4ccccc4)CC3)c12	.	0	30	0	-22	.	0.0	.	-2
NS(=O)(=O)c1ccc(NC(=S)N2CCC(O)CC2)cc1	106	24	1	31	1	2	0.3	103	-9
O=C(CN1C(=O)c2cccc3cccc1c23)Nc1cccnc1	106	3	-2	18	-14	7	1.9	110	5
CCC(NC(=O)c1ccccc1NC(=O)c1ccc(C)cc1)C(=O)O (stereo unspecified)	93	-4	-12	5	12	-4	0.7	86	-6
COc1cccc(C2=NOC(C(=O)N3CCN(c4ccccc4)CC3)C2)c1OC (stereo unspecified)	103	3	-22	-6	-12	9	-1.3	103	-8
c1ccc(-c2cc3c(N4CCN(c5ccccc5)CC4)ncnc3s2)cc1	86	1	-1	-8	2	-14	-1.4	88	3
NNC(=O)c1ccc(Oc2cc(Cl)cc(Cl)c2)o1	79	-2	-2	-6	41	-47	-1.9	72	-1
CC(C)(C)NC(=O)COC(=O)c1cc(S(=O)(=O)N2CCCCC2)ccc1N1CCOCC1	106	2	-25	1	23	6	0.8	105	0
N#Cc1cc(-c2ccccc2)nc(Oc2ccc(Cl)cc2)n1	106	2	-2	26	2	0	-0.8	103	-13
COc1ccccc1C(=O)Nc1ccc2c(c1)nc(CN1CCN(C(C)=O)CC1)n2C	68	-3	-18	36	29	-12	-0.1	67*[inhibitor]	-3
O=[N+]([O-])c1ccccc1/C=N/N1CCN(c2ccc(Cl)cc2)CC1	102	2	3	.	22	-3	-0.7	101	-8
COc1cccc(-c2cc(C(=O)NN3CCOCC3)c3ccccc3n2)c1	98	-2	-3	15	6	-2	1.3	103	-10
O=C(CN1C(=O)/C(=C\c2cccc(F)c2)Oc2ccccc21)N1CCN(c2ccccn2)CC1	104	-2	2	-3	-18	0	-0.4	103	-6
CCCCN(C)C(=S)Nc1ccc2nc3n(c(=O)c2c1)CCCCC3	103	-6	-14	-2	5	2	0.8	104	-11
CC1=C(CC(=O)NCC(=O)NCC(=O)O)c2cc(F)ccc2/C1=C/c1ccc(S(C)=O)cc1 (stereo unspecified)	102	-8	-40	0	-5	-3	.	103	-9
C[C@@H](C(=O)NCCc1c[nH]c2ccccc12)[C@@H]1C[C@@]1(C)[C@@H](NC(=O)OCc1ccccc1)c1ccccc1	92	3	-36	20	-14	-5	-1.7	96	19
COc1ccc(NC(=O)CSc2nnc(-c3cc(C)[nH]n3)n2N)cc1	101	-3	-14	25	38	2	0.7	102	-12
CC(=O)Nc1ccc(SC(C)C(=O)NC(N)=O)cc1 (stereo unspecified)	93	7	3	15	7	-3	-0.4	97	-2
CCOC(=O)CNC(=O)CSc1nc2cccnc2n1CC	97	-4	-1	5	-7	7	-0.7	127*	-12
O=C(NCCCN1CCCC1)c1ccc(CS(=O)(=O)c2ccc(Br)cc2)o1	.	-14	20	-24	7	.	0.0	.	-5
O=C(Nc1ccccc1)n1ccc(-c2ccc(-n3ccnc3)cc2)n1	102	-4	-1	-4	32	0	0.5	101	-7
Cc1ccc2[nH]c(=O)cc(C(=O)OC(C)C)c2c1	92	-4	8	16	37	-6	-2.3	96	1
O=C(NCCN1C(=O)S/C(=C\c2cccs2)C1=O)c1ccco1	104	7	16	1	-15	1	0.6	108	-10
COc1cc(OC)cc(C(=O)Nc2cccc(C(C)=O)c2)c1	?	2	-11	1	-7	-30	-1.6	?	3
O=C(CN1C(=O)NC2(CCCc3ccccc32)C1=O)NCc1ccco1 (stereo unspecified)	106	-9	5	7	5	6	1.3	104	-1
CCOC(=O)c1cccc(NC(=O)C2CCCN(c3nnc(N4CCCC4=O)s3)C2)c1 (stereo unspecified)	96	8	-38	-52	15	-3	-1.8	98	-1
NS(=O)(=O)c1ccc(CCNC(=O)C2CCN(S(=O)(=O)c3cccc4cccnc34)CC2)cc1	101	-3	-19	14	19	3	-0.6	100	-7
CN(C)c1nc(/C=C(\C#N)C(N)=O)c(Cl)n1-c1ccc(F)cc1	99	10	2	9	-23	-1	0.8	103	4
O=c1ccc(-c2ccc(S(=O)(=O)NCc3cccc(Br)c3)s2)n[nH]1	101	5	-13	19	27	1	5.3	100	4
CC(=O)N1N=C(c2ccc(C)c([N+](=O)[O-])c2)OC1(C)C	100	-5	-3	15	12	-6	-2.0	97	-2
[O-]/[N+](=C\c1ccncc1)c1ccc(Br)cc1	102	-2	2	33	-12	-1	0.4	100	-6
O=C(Cn1nc(C(F)(F)F)c2c1CCCCC2)N1CCOCC1	102	-5	-3	-5	-11	15	-0.7	103	-14
O=C(/C=C/c1ccccc1)c1ccc(NC2=NCCCS2)cc1	98	0	0	33	-3	-1	9.8	95	8
COC(=O)c1ccc(COc2ccccc2/C=C(\C#N)C(=O)Nc2ccc(C)cc2C)cc1	95	-9	4	18	1	5	0.1	96	0
O=C(c1ccco1)N1CCN(c2c([N+](=O)[O-])nn(-c3ccc(Cl)cc3)[n+]2[O-])CC1	86	-7	-17	-2	-10	-10	-2.0	87	1
COc1ccccc1NS(=O)(=O)c1cccc(C(=O)N/N=C/c2ccc3c(c2)OCCO3)c1	93	3	-15	27	9	-4	4.0	90	-5
COc1ccc(/C=N/NC(=O)Cn2c(Cc3ccc(OC)c(OC)c3)nc3ccccc32)cc1OC	115	-5	-20	7	4	11	-0.9	105	-6
CC(C)(C)C(=O)CNS(=O)(=O)c1ccc(S(=O)(=O)NC2CCCC2)cc1	96	10	-11	33	14	-2	4.1	100	-2
O=C(CN1CCN(Cc2ccccc2)CC1)NCc1ccccc1Cl	104	-8	-8	13	8	2	1.5	104	-9
